CCR6 antagonist: antagonists of human CCR6 receptor; CHO-K1 CCR6 PathHunter beta-arrestin, luminescence, CCL20-stimulated; 340,000 compounds, 0.49% hits; inhibition, % at 20 µM; AID 493098; P51684;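 active means compounds whose inhibition of the agonist-driven luminescence signal at 20 µM reaches about 50%, limit read from the data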;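 further: cells stimulated with CCL20 at 14 nM final; plate controls were DMSO with CCL20 for no effect and DMSO without agonist for full effect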
Target sequence (P51684 whole entry, looked up): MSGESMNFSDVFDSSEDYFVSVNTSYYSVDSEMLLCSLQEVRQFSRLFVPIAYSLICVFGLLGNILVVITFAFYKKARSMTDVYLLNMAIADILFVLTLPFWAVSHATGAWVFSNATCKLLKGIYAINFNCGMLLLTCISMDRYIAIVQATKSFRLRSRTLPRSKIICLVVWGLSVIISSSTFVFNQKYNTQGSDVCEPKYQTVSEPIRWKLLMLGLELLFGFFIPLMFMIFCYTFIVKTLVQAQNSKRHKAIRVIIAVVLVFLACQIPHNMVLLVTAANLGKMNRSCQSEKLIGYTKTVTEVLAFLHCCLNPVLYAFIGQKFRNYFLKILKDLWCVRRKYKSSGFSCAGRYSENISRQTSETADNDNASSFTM
EBI2 antag: antagonists of human EBI2 receptor | 360,000 compounds, 0.81% hits | EBI2 beta-arrestin recruitment, luminescence, 7a,25-OHC stimulated | inhibition, % at 5 µM | AID 651636; in the data active means inhibition above about 38%;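 further: enzyme fragment complementation signal reports receptor beta-arrestin coupling in cells; 0% = agonist plus DMSO wells and 100% = wells without agonist; some results beyond the cut were filed as inactive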
Target sequence (P32249 whole entry, looked up, the tested form may be a part): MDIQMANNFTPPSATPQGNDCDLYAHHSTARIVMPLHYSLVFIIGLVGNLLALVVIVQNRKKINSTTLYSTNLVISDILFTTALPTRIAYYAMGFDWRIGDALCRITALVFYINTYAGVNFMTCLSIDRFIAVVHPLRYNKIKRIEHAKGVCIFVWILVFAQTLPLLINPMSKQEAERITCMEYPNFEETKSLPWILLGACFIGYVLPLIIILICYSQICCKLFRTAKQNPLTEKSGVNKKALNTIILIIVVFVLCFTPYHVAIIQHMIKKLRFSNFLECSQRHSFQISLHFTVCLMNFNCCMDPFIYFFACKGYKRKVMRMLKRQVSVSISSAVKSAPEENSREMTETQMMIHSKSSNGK
tim23-1 inh: growth inhibitors of tim23-1 mutant yeast. S. cerevisiae tim23-1 growth, BacTiter-Glo luminescence, 24 h. inhibition, % at 20 µM. 330,000 compounds, 1.3% hits. AID 463212;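 active means growth inhibition of the mutant yeast at or above 50%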;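 further: temperature-sensitive mutant grown at 25 °C; plate controls were DMSO-treated mutant yeast for no effect and medium wells lacking yeast for full effect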
Mdm2 MdmX PPI: inhibitors of human Mdm2/MdmX interaction; O15151+Q00987; 330,000 compounds, 3% hits; inhibition, % at 8 µM; SaOS-2 split-luciferase Mdm2/MdmX complementation, luminescence;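 active means inhibition of at least 50% at 8 µM in the primary screen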
CHOP UPR activ: apoptotic UPR (CHOP) activation; 330,000 compounds, 0.34% hits; CHO-CHOP luciferase reporter, luminescence; percent of tunicamycin response over DMSO baseline; AID 449763; activation, % at 10 µM;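 active means at 10 µM dose, activation of 40% or more, normalized to positive control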;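 further: 100% = tunicamycin at 10 µg/mL and 0% = DMSO alone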
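System: CHO CHOP reporter cells. Amount: 500 cells per well. Buffer or medium: F12 medium, 10% FBS. Compound dosing: one dose, 10 µM in 0.5% DMSO. Incubation: 6 h compound exposure at 37 °C after overnight seeding. Technique: Steady-Glo luciferase luminescence. Benchmarks: tunicamycin and DMSO controls.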
CXCR6 block: blocks human CXCR6 beta-arrestin recruitment. O00574. CHO-K1 PathHunter CXCR6 beta-arrestin, luminescence. inhibition, % at 20 µM. 360,000 compounds, 0.36% hits; in the data active means inhibition above about 34%, passing the limit was not always enough;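 further: antagonist mode with CXCL16 agonist at 10 nM final; 0% = 10 nM CXCL16 with DMSO and 100% = unstimulated wells without agonist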
APJ agonist: agonists of human APJ apelin receptor; 330,000 compounds, 0.11% hits; CHO-K1 APJ PathHunter beta-arrestin, luminescence; 0% DMSO wells, 100% apelin; activation, % at 20 µM;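 active means activation more than six SD over the plate average, tested at 20 µM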;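 further: 0% = DMSO alone and 100% = apelin-13 at 10 nM; some results filed as inactive read as strong as hits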
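Material: engineered CHO-K1 APJ arrestin reporter cells; amount: 1000 CHO-K1 reporter cells seeded per well; incubation: compound stimulation 90 min at 25 °C, detection 60 min; signal: luminescent beta-gal fragment complementation, chemiluminescent substrate; read-out basis: APJ agonist activity; controls: DMSO-only wells as negative, 10 nM Apelin-13 as positive control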
UPR XBP1 act: activators of adaptive arm of unfolded protein response (XBP1). 330,000 compounds, 0.33% hits. CHO-XBP1 luciferase reporter, IRE1-XBP1 UPR activation, luminescence; percent of tunicamycin response, DMSO as zero. activation, % at 20 µM. AID 463104;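 active means versus positive control, 20 µM dose yields 30% or more activation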;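 further: 100% = tunicamycin at 10 µg/mL and 0% = DMSO only wells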
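Material: CHO cell line with stable XBP1 luciferase reporter; schedule: 16-18 h cell attachment at 37 °C, then 6 h compound exposure; signal: glow luminescence from Steady-Glo reagent; medium: serum-containing F12 medium, 10% FBS; benchmarks: tunicamycin 10 µg/mL and vehicle-only wells; read-out: percent activation relative to tunicamycin reference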
APJ antagonist: antagonists of human APJ apelin receptor; CHO-K1 APJ beta-arrestin complementation, luminescence; AID 2521; 330,000 compounds, 0.32% hits; inhibition, % at 20 µM; P35414;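 active means inhibition above about 40% at 20 µM, limit read from the data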;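 further: cells challenged with 10 nM apelin-13 agonist together with compound; plate controls were apelin-13 plus DMSO wells for no effect and DMSO wells lacking apelin-13 for full effect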
Starred values were filed as active, the others as inactive; x = not tested or not shown. An excerpt; rates above refer to the full screens.

Structure,CCR6 antagonist,EBI2 antag,tim23-1 inh,Mdm2 MdmX PPI,CHOP UPR activ,CXCR6 block,APJ agonist,UPR XBP1 act,APJ antagonist
CCOC(=O)c1cnc2c(Cl)cccc2c1NCCN1CCOCC1,11,6,20,3,-0.6,2,-7,-2,-12
O=[N+]([O-])c1ccc(Cl)c(C2Nc3cccc4cccc(c34)N2)c1,18,-13,-14,44,-3.7,0,5,1,14
CO/N=C/C(c1ncc(C(F)(F)F)cc1Cl)S(=O)(=O)c1ccccc1 (stereo unspecified),7,8,14,22,0.1,2,0,3,5
CC1=C(C(=O)NC2CCCc3c2cnn3-c2ccc(F)cc2F)OCCO1 (stereo unspecified),-2,-5,14,22,-0.3,0,1,-6,-5
CCCCP(=O)(CCCC)Cc1ccccc1O,11,-10,12,34,1.0,6,-3,-1,19
OCCN(Cc1ccccc1)Cc1cccc(F)c1,9,-2,4,6,-0.6,8,-3,1,-24
Cc1cc(C)c2nc(N3CCN(C(=O)c4ccco4)CC3)sc2c1,10,11,22,-59,2.4,0,9,2,2
COC(=O)CCC(=O)N1CN2CN(C(=O)CCC(=O)OC)CC([N+](=O)[O-])(C2)C1,9,-1,9,16,-0.7,-7,-2,-1,-26
COc1ccc(-c2noc(CN(C(=O)C(C)(C)C)C(C)C)n2)cc1,0,-6,28,-15,1.9,-1,5,7,4
COc1ccc(NS(=O)(=O)c2cccs2)cc1S(=O)(=O)N1CCCCC1,-1,-8,4,-7,1.0,4,-3,4,3
CCCCCCCNC(=O)C1(CC2CC(c3ccc(Cl)cc3)=NO2)CCNCC1 (stereo unspecified),37,-15,19,100*,4.1,29,8,5,22
OC1CCN(C(c2ccc3ncccc3c2)c2nnnn2C2CCCCC2)CC1 (stereo unspecified),1,4,7,-9,0.0,2,-1,-3,-7
CCCCCN(C(=O)NC(=O)NC(C)CC)S(C)(=O)=O (stereo unspecified),-4,-6,7,15,-1.3,1,0,0,5
CCOc1cc(C(=O)N(C)CC(=O)Nc2cccc(F)c2)ccc1OCC(=O)N1CCOCC1,5,-7,-6,15,0.1,-5,-4,0,16
O=C(CNCc1ccccc1)Nc1cccc(Cl)c1Cl,18,10,-1,7,2.3,-20,0,0,-6
O=c1cnn(-c2ccc(Cl)cc2Cl)c(-c2ccccc2)c1,5,-19,41,34,9.2,2,7,5,-7
CCc1cccc(C)c1NC(=O)c1ccccc1,6,-8,6,-2,2.2,-1,-1,-2,4
Nc1nnc(SCCCC(=O)c2ccccc2)s1,25,-2,16,1,-0.5,2,-3,4,11
COC(=O)C1CC(=O)N(c2ccc(C)cc2)C1 (stereo unspecified),1,-10,16,-12,-0.9,3,-2,1,-6
O=C(O)CCNC(=O)COc1ccc2c3c(c(=O)oc2c1)CCCC3,5,5,2,16,0.6,-4,-1,1,11
CCCCc1nc2sc3c(SCCN(C)C)ncnc3c2c2c1CCC2,16,-14,-23,31,1.1,-10,-6,1,12
Cc1cccc(OCC(=O)Nc2ccccc2N2CCN(C(=O)C(C)C)CC2)c1C,25,17,32,100*,9.7,-2,5,-5,1
COc1ccccc1-n1c(SCC(=O)NC(C)(C)C)nc(O)cc1=O,0,-8,6,14,-0.3,0,1,-2,11
CS(=O)(=O)c1ccc(Cl)c(NC(=O)COC(=O)COc2ccc3c(c2)CCC3)c1,-8,-10,5,-34,-0.6,-6,1,-1,-3
O=C(CSC1CN(C(c2ccccc2)c2ccccc2)C1)N/N=C/c1ccccc1,16,49*,43,-6,-1.1,11,-4,1,-4

(next part)
Structure,CCR6 antagonist,EBI2 antag,tim23-1 inh,Mdm2 MdmX PPI,CHOP UPR activ,CXCR6 block,APJ agonist,UPR XBP1 act,APJ antagonist
Cc1ccc(-c2nnc(NC(=O)c3c(F)cccc3Cl)s2)cc1,12,-13,9,-33,5.8,1,-1,1,-4
CN(Cc1ccc(OC(F)F)cc1)C(=O)C1CCN(S(=O)(=O)c2ccc3c(c2)OCCO3)CC1,8,-2,34,-3,0.6,1,-3,-4,6
Cc1nnc2nc(-c3ccccc3)nc(-c3ccccc3)n12,15,-7,21,15,0.9,4,-1,0,13
O=C(NC1CCCC1)C(c1ccc(F)cc1)N(Cc1ccc(Cl)cc1)C(=O)CCl (stereo unspecified),0,1,46,11,149*,0,-2,2,14
CCOc1ccccc1NC(=O)CSc1ccc([N+](=O)[O-])cc1,11,3,33,-3,0.5,-6,4,-1,-6
O=C(COC(=O)c1ccc2c(c1)OCO2)Nc1ccccc1OC(F)F,4,-6,7,-22,1.9,0,-2,2,-10
NC(=O)c1ccc([N+](=O)[O-])cc1SCc1ccccc1,-3,7,12,12,-1.5,-5,-2,3,-25
CCN(Cc1ccccc1)S(=O)(=O)c1ccc(F)cc1,32,-8,6,8,-0.3,0,-2,-2,20
CCOC(=O)/C=C/c1ccccc1S(=O)(=O)NC(C)(C)C,2,-5,11,3,0.8,0,-6,1,2
COC(=O)Cn1cc(C(=O)OC)c2ccccc21,-1,3,15,6,1.9,-2,-1,-2,-5
COc1ccc(Cc2nnc(NC(=O)C3CC(=O)N(c4ccccc4)C3)s2)cc1OC (stereo unspecified),9,1,12,24,-2.0,0,-1,3,10
Cc1ccc(NC(=O)c2cc(CC(C)C)nc3ccccc23)cc1,1,0,5,82*,-1.3,8,-3,-6,-8
CN(CC(=O)Nc1ccc(Cl)c(C(F)(F)F)c1)C(=O)C1CC(=O)N(CCc2ccccc2)C1 (stereo unspecified),-2,6,12,51*,1.6,-9,1,-1,19
NC(=O)c1ccc(NC(=O)COC(=O)CCC2CCCCC2)cc1,2,3,-19,-5,-2.2,-4,-2,-1,1
Cc1cc(OC(C)C(=O)NC2CC(C)(C)NC(C)(C)C2)c2c(C)cc(=O)oc2c1 (stereo unspecified),6,-5,5,3,0.9,-4,-1,7,-9
Cc1ccc(NC(=O)c2ccc3c(c2)[nH]c(=O)n3C(C)C)cc1,8,8,5,-57,0.5,0,4,-2,-14
COc1cccc(NC(=O)c2ccn(C)n2)c1,-2,1,-2,-43,3.1,-3,-3,3,6
O=C(NCCc1nc2ccccc2[nH]1)/C(=C/c1ccco1)NC(=O)c1ccc(Br)o1,-4,-5,13,9,0.8,8,-12,-2,1
CCOc1ccc(CCNC(=O)CS(=O)Cc2nc(-c3ccccc3C)oc2C)cc1OCC (stereo unspecified),7,8,14,11,2.1,5,-2,-1,1
COc1ccc(N(CC(=O)N2CCN(C)CC2)S(=O)(=O)c2ccccc2)cc1,1,-1,-2,6,0.5,5,-4,1,8
O=C(CS(=O)(=O)Cc1ccccc1)Nc1ccccn1,3,1,4,-18,-1.8,-5,-2,0,-7
Cc1ccc(S(=O)(=O)Cc2ccc(C(=O)N3CCN(Cc4ccccc4)CC3)o2)cc1,x,-1,15,28,2.8,-1,-1,-1,-4
COc1ccc(/C=C2\CCC(C3CCCC3)C2=O)cc1 (stereo unspecified),2,-1,8,-21,0.4,-9,-4,-7,15
Cc1ccc2cc(CN(Cc3ccco3)C(=O)c3cccs3)c(=O)[nH]c2c1,12,3,21,42,-1.6,-2,2,-3,10
COc1cc(O)ccc1C=O,-5,3,8,7,-0.7,-2,-6,-1,-31

Further records:
Structure,CCR6 antagonist,EBI2 antag,tim23-1 inh,Mdm2 MdmX PPI,CHOP UPR activ,CXCR6 block,APJ agonist,UPR XBP1 act,APJ antagonist
COc1cccc(C2C(C#N)=C(N)Oc3c2oc(CO)cc3=O)c1OC (stereo unspecified),-12,-4,-6,13,-1.3,-1,-1,-2,3
Cc1ccc(NC(=O)C2CCN(c3cnccn3)CC2)cc1,-3,11,-4,14,-0.7,-7,-2,6,-10
CC(C)(C)NC(=O)C(c1ccccc1)N(C(=O)CNC(=O)c1cccs1)c1cccnc1 (stereo unspecified),11,-13,19,7,0.5,0,-3,2,-19
O=C(NCCC(=O)N1CCN(S(=O)(=O)c2ccc(F)cc2)CC1)Nc1ccccc1,8,-9,-3,-9,0.3,-3,-3,-1,4
CC(=O)N1N=C(c2ccncc2)OC12CCCCC2,7,-1,-1,34,-3.2,-8,-6,-2,3
O=C(NC(NC(=S)N1CCOCC1)C(Cl)(Cl)Cl)c1ccc(Cl)cc1 (stereo unspecified),37,7,6,22,-1.8,-6,-4,-2,4
CN(CC(=O)Nc1cccc(Cl)c1)S(=O)(=O)c1ccc2c(c1)n(C)c(=O)c(=O)n2C,13,6,-5,1,-0.3,-7,-6,1,14
O=C(CNC(=O)C12CC3CC(CC(C3)C1)C2)NCc1ccccc1,5,4,11,0,-0.2,-3,-1,-4,11
CCC(NS(=O)(=O)c1cnn(CC)c1)c1ccccc1 (stereo unspecified),-3,5,1,0,-2.0,7,1,-1,5

Results in CHOP UPR activ and UPR XBP1 act (two entries from above):
SMILES | CHOP UPR activ | UPR XBP1 act
O=C(NCCC(=O)N1CCN(S(=O)(=O)c2ccc(F)cc2)CC1)Nc1ccccc1 | 0.3 | -1
O=C(CNC(=O)C12CC3CC(CC(C3)C1)C2)NCc1ccccc1 | -0.2 | -4

High-throughput results from PubChem BioAssay.
